AID2073 – inhibitors of Mint1-CaV2.2 protein interaction, biochemical, HTRF (AID 2073); inhibition, % at 20 µM; hits with a dose series show IC50 in µM; HTRF protein-protein interaction, Mint1-CaV2.2; higher % means a stronger effect; 290,000 tested, 0.19% active; in the data active = inhibition mostly above about 51%, no sharp cut-off; inconclusive = no clear call, values can overlap the other calls; inactive = mostly below about 53%; note: some results filed as inactive read as strong as hits
GPR55 LPI antagonism – inhibition of LPI-stimulated GPR55 beta-arrestin translocation – imaging, U2OS, beta-arrestin-GFP, LPI agonist, primary screen (AID 2013) | 290,000 tested, 0.13% active | inhibition, % at 10 µM; hits with a dose series show IC50 in µM | U2OS GPR55 beta-arrestin-GFP translocation imaging, LPI antagonism; higher % means a stronger effect;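 active = spots per cell inhibited over 60%, with over 100 cells counted and total cytoplasm intensity under 500,000; inconclusive = wells with under 100 cells, flagged as likely toxic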;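 note: U2OS cells stably carrying GPR55 and arrestin-GFP stimulated by 5 µM LPI near EC80; imaged beta-arrestin-GFP aggregate spots per cell after agonist stimulation; plate controls were LPI-stimulated DMSO wells for no effect and DMSO wells without LPI for full effect; some results filed as inactive read as strong as hits; confirmed hits need IC50 under 10 µM and bright autofluorescent wells are also inconclusive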
Siah-1 displacement – Siah-1 peptide-binding antagonists, primary screen, biochemical, fluorescence polarization, rhodamine-plectin, uHTS (AID 1817). displacement, % at 20 µM; hits with a dose series show IC50 in µM. 290,000 tested, 0.02% active. Siah-1 / rhodamine-plectin peptide fluorescence polarization; higher % means a stronger effect;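 active = displacement of at least 50% at 20 µM, with a fluorescence ratio check between 0.3 and a set limit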;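 note: plate controls were Siah plus tracer with DMSO for no effect and tracer alone without Siah for full effect; strong numbers were not always called active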
NOD1 inhibition – inhibition of NOD1-driven NF-kB reporter – cell-based, luminescence, uHTS, primary screen (AID 1578) | NOD1-driven NF-kB luciferase reporter cells, luminescence; higher % means a stronger effect | inhibition, % at 4 µM; hits with a dose series show EC50 in µM | 290,000 tested, 1% active; in the data active = inhibition mostly above about 36%, no sharp cut-off; inactive = mostly below about 34%;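 note: HEK-293T reporter cells stimulated with the NOD1 agonist gamma-tri-DAP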
HIV fusion peptide – cell-free HIV fusion peptide-binding blockers – biochemical, uHTS, fluorescence dequenching, primary screen (AID 1986). cell-free peptide binding, fluorescence dequenching, 30 min; higher % means a stronger effect. inhibition, % at 20 µM; hits with a dose series show IC50 in µM. 290,000 tested, 0.3% active; in the data active = inhibition mostly above about 52%, no sharp cut-off; inactive = mostly below about 76%; note: some results filed as inactive read as strong as hits
GPR55 activation – selective activators of receptor GPR55 – imaging, U2OS cells, beta-arrestin-GFP redistribution, primary screen (AID 1961); one-dose activation, % at 10 µM; EC50 in µM for titrated hits; 290,000 tested, 0.048% active; U2OS GPR55 beta-arrestin-GFP redistribution imaging; higher % means a stronger effect;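 active = activation above 40% with more than 50 cells counted in the well; inconclusive = wells holding fewer than 50 cells, flagged as toxic or sparse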;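 note: U2OS osteosarcoma cells stably expressing GPR55 and beta-arrestin-GFP; plate controls were DMSO negative control for no effect and LPI positive control for full effect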
KOR beta-arrestin-1 – kappa opioid receptor blockers – cell-based, luminescence, uHTS (AID 1778); 290,000 tested, 0.091% active; KOR beta-arrestin recruitment, luminescence, antagonist mode; higher % means a stronger effect; inhibition, % at 10 µM, or IC50 in µM where a hit was titrated; in the data active = inhibition above about 50%; note: strong numbers were not always called active
GPR35 antagonists – inhibition of zaprinast-stimulated GPR35 beta-arrestin translocation – imaging, U2OS, beta-arrestin-GFP, zaprinast agonist, primary screen (AID 2058); 290,000 tested, 0.052% active; inhibition, % at 10 µM; hits with a dose series show IC50 in µM; U2OS GPR35 beta-arrestin-GFP translocation imaging, zaprinast antagonism; higher % means a stronger effect;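 active = inhibition of at least 50% with at least 30 cells and total cytoplasm GFP at most 10,000,000; inconclusive = under 30 cells or total GFP of 10,000,000 plus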
KOR beta-arrestin-2 – kappa opioid receptor activators – cell-based, luminescence, uHTS, primary screen (AID 1777) | KOR beta-arrestin recruitment, luminescence; higher % means a stronger effect | one-dose activation, % at 10 µM; EC50 in µM for titrated hits | 280,000 tested, 0.02% active; in the data active = activation above about 50%, passing the limit was not always enough; note: a part of the inactive calls stands beside numbers as strong as those of hits
Active calls of the source: *; ? = inconclusive; / = no result given; [ ] = another dose, or the depositor's remark.

SMILES	AID2073	GPR55 LPI antagonism	Siah-1 displacement	NOD1 inhibition	HIV fusion peptide	GPR55 activation	KOR beta-arrestin-1	GPR35 antagonists	KOR beta-arrestin-2
CCCCOc1ccc(C(=O)Nn2c(-c3cccs3)nc3ccccc3c2=O)cc1	0%	18%	7%	-20%	1.1%	0.1%	-28%	-11%	2.9%
CC1=CC(C)(C)N(C(=O)CSc2nnc(C)s2)c2ccc(C)cc21	0%	3%	2%	3%	-1.5%	0.2%	15%	8%	8.5%
Cc1c(Cl)cccc1NC(=O)CCC(=O)NNC(=O)c1ccco1	-4%	9%	-2%	11%	-1.4%	-0.1%	6%	15%	-0.3%
CSc1ncc(C(=O)Nc2ccc(C(C)=O)cc2)c(-c2ccccc2)n1	9%	11%	1%	-18%	0.2%	-0.1%	-19%	-6%	4.7%
CN(C)c1ccc(C(=S)N2CCN(C(=S)Nc3ccccc3)CC2)cc1	-4%	6%	0%	-12%	1.7%	0.2%	-32%[20 µM]	12%	/
COc1ccc(C)cc1NC(=O)c1ccc(-c2ccc(C(C)=O)cc2)o1	22%	1%	1%	-26%	-1.1%	-0.2%	-8%	-8%	-7.3%
S=C(Nc1ccccc1)N1CCn2c1nc1ccccc12	-23%	9%	8%	-14%	-0.6%	0.3%	/	6%	/
Cc1cc(C)c(C(=O)N2CCCC(CNS(=O)(=O)N(C)C)C2)o1 (configuration not stated)	-1%	0%	4%	-24%	0.5%	-0.1%	-44%	12%	1.0%
N#Cc1nccnc1N1CCN(C(=O)Nc2ccccc2)CC1	2%	12%	-1%	0%	2.4%	0.0%	-8%	-3%	0.1%
COCCNC(=O)Cn1cc(/C=N/NC(=O)c2ccc(Oc3ccc(O)cc3)cc2)c2ccccc21	3%	14%	-8%	12%	-2.6%	0.2%	-2%	15%	-2.0%
Cc1ccc(Nc2nc(N)c([N+](=O)[O-])c(NCCO)n2)cc1C	-10%	1%	1%	-9%	-0.2%	-0.1%	17%	-10%	0.2%
O=C(NN=C1CCCCCC1)c1cccs1	9%	-4%	0%	-25%	1.1%	-0.1%	-6%	-10%	-1.4%
COc1ccc2c(c1)CC/C(=C/c1ccccn1)C2=O	16%	3%	-6%	-15%	1.0%	-0.3%	-12%	14%	-0.1%
CCOC(=O)c1c(NC(=O)CSc2nnc(N)s2)sc(C)c1-c1ccc(C)cc1	4%	7%	0%	46%	2.1%	-0.2%	8%	4%	-4.0%
O=C(c1cc(F)c(F)cc1Cl)N1CCOCC1	1%	-12%	-2%	4%	-0.3%	-0.3%	-21%	-7%	8.4%
CCN(CC)CCn1c(/N=C/c2cc(Br)ccc2O)nc2ccccc21	5%	3%	0%	-17%	3.9%	0.8%	/	24%	/
CCn1c(SCc2nc3scc(-c4ccccc4)c3c(=O)[nH]2)nnc1-c1cccs1	7%	22%	16%	/	2.3%	-0.4%	8%	3%	1.5%
O=C(O)c1nn(CCSc2ccccc2F)c(=O)c2ccccc12	-6%	4%	-2%	0%	-0.3%	-0.3%	-17%	-4%	4.0%
COc1cc(-c2nnn(CC#N)n2)ccc1OCc1ccccc1	10%	-5%	0%	-48%	22%	-1.0%	-39%	4%	/
CCCSC1=C(C#N)C(c2cc(OC)ccc2OC)CC(=O)N1 (configuration not stated)	5%	3%	1%	-2%	-3.7%	-0.5%	33%	2%	6.8%
CCN(CC)c1cc(C)c2cc(NC(=O)c3ccccc3F)ccc2n1	5%	6%	-2%	-12%	2.7%	-0.1%	-12%	-20%	2.9%
Cc1c(NC(=O)Nc2cccc(C#N)c2)c(=O)n(-c2ccccc2)n1C	1%	-3%	-3%	-8%	1.1%	-0.1%	-31%	-16%	3.9%
Cc1cc(N2C(=O)C(O)=C(C(=O)c3ccc(C)o3)C2c2cccs2)no1 (configuration not stated)	12%	3%	-1%	-32%	2.4%	-0.1%	-32%	-17%	2.8%
CCOc1ccccc1N1CCN(C(=O)c2c(Cl)cnn2C)CC1	11%	1%	3%	-5%	-0.3%	0.0%	-14%	-2%	-5.4%
COc1cccc(/C=N/NC(=O)NC2CCCCC2)c1O	6%	-10%	-4%	-9%	0.4%	0.3%	24%	-9%	-1.0%

A second format for part of the listing above.
| structure | AID2073 | GPR55 LPI antagonism | Siah-1 displacement | NOD1 inhibition | HIV fusion peptide | GPR55 activation | KOR beta-arrestin-1 | GPR35 antagonists | KOR beta-arrestin-2 |
| --- | --- | --- | --- | --- | --- | --- | --- | --- | --- |
| CCn1c(SCc2nc3scc(-c4ccccc4)c3c(=O)[nH]2)nnc1-c1cccs1 | 7% | 22% | 16% | / | 2.3% | -0.4% | 8% | 3% | 1.5% |
| O=C(O)c1nn(CCSc2ccccc2F)c(=O)c2ccccc12 | -6% | 4% | -2% | 0% | -0.3% | -0.3% | -17% | -4% | 4.0% |

Next results follow:
SMILES	AID2073	GPR55 LPI antagonism	Siah-1 displacement	NOD1 inhibition	HIV fusion peptide	GPR55 activation	KOR beta-arrestin-1	GPR35 antagonists	KOR beta-arrestin-2
CCC(=O)Nc1nnc(SCC(=O)NCc2ccc3c(c2)OCO3)s1	10%	0%	1%	-16%	0.4%	-0.1%	-24%	-5%	-0.6%
CC1CCN(C(=O)CCNS(=O)(=O)c2ccc3c(c2)oc(=O)n3C)CC1	?	-1%	10%	-17%	-1.2%	-0.2%	5%	5%	-0.2%
COc1ccc(CNc2nc(NCc3ccc(OC)cc3)n(C(=O)c3ccncc3)n2)cc1	3%	8%	-4%	-12%	-1.2%	0.1%	-33%	6%	0.0%
O=S(=O)(Nc1ccccc1C(F)(F)F)c1ccc(-c2ccccn2)s1	16%	1%	2%	3%	6.1%	-0.3%	-7%	-5%	-0.9%
O=c1[nH]cnc2[nH]ncc12	6%	8%	-7%	21%	-2.3%	-0.1%	7%	6%	-1.3%
COc1ccc(/C=C(\NC(=O)c2ccco2)C(=O)NCCc2nc3ccccc3[nH]2)cc1	6%	8%	5%	-12%	0.5%	-0.1%	23%	-1%	-1.9%
Cc1ccccc1C1C2=C(Nc3[nH]n(-c4ccccc4)c(=O)c31)c1ccccc1C2=O (configuration not stated)	2%	9%	-4%	-28%	5.9%	0.3%	4%	-5%	4.2%
CCc1c(C)nc2cc(C)[nH]n2c1=O	3%	12%	-4%	-18%	-0.5%	-0.1%	6%	-8%	-0.8%
Cc1cc(Cl)n2c(nc3cc(F)c(F)cc32)c1C#N	-16%	-12%	3%	12%	-2.1%	0.6%	-8%	-11%	-1.9%
CC(=O)N1CCc2c(sc(NC(=O)CCS(=O)(=O)c3ccccc3)c2C(N)=O)C1	-2%	-5%	4%	-23%	1.5%	0.4%	10%	2%	6.8%
O=C(N/N=C/c1cc2c(cc1[N+](=O)[O-])OCO2)c1ccc2c(c1)OCO2	-4%	-12%	-2%	-3%	18%	-0.1%	-14%	9%	2.2%
Cc1cc(OCc2nnc(SCC(=O)O)n2-c2ccccc2)ccc1Cl	0%	2%	1%	-12%	-0.4%	0.0%	-5%	-4%	0.5%
Cn1c(C(=O)NCCN2CCN(Cc3ccccc3)CC2)cc2c(=O)n(C)c3ccccc3c21	1%	4%	1%	-4%	0.4%	-0.1%	46%	-4%	1.2%
CCCCOc1ccc(C2C(=O)N(C3CCCCC3)CC(=O)N2CC2CCCO2)cc1 (configuration not stated)	-2%	16%	4%	6%	0.1%	0.3%	-26%	14%	5.0%
CCC(=O)NC(=S)Nc1ccc(NC(=O)c2cc3ccccc3o2)c(OC)c1	43%	11%	0%	-36%	-0.5%	-0.1%	-18%	-1%	-1.9%
CC1=C(C(=O)Nc2ccccc2C)C(c2cccnc2)n2nc(CCCO)nc2N1 (configuration not stated)	-1%	14%	0%	-31%	1.3%	-0.1%	6%	9%	5.3%
Cc1cccc(C(=O)Oc2coc(CSc3nnc(NC(=O)C4CC4)s3)cc2=O)c1	2%	4%	3%	-10%	2.7%	-0.2%	20%	-20%	-1.8%
Nc1c(-c2ccccc2)sc2ccc3ccccc3[n+]12	16%	4%	-1%	-33%	0.6%	-0.2%	-26%	-3%	1.5%
O=C1CCCCCN1CSc1nc2ccccc2s1	15%	-5%	27%	-10%	-0.4%	0.2%	-7%	2%	1.1%
O=C(O)C1C2CCC(O2)C1C(=O)NCc1ccccc1Br (configuration not stated)	3%	14%	3%	-6%	0.8%	-0.1%	-5%	10%	-2.2%
NC(=O)CSc1nnc(-c2ccoc2)o1	-5%	8%	3%	-3%	-0.9%	-1.0%	-1%	-3%	0.5%
Cn1cnnc1SCC(=O)N1c2ccccc2-c2c(ssc2=S)C1(C)C	-6%	-9%	-8%	-10%	-0.7%	-0.3%	-22%	-4%	7.2%
CC1CC2(CCCCC2)Nc2ccc3ccccc3c21 (configuration not stated)	8%	-4%	-2%	-2%	0.7%	-0.2%	6%	-2%	-3.5%
CC(=O)NCC(=O)OCC(=O)c1ccc(C)c(C)c1	9%	-10%	0%	8%	-1.1%	-0.1%	4%	6%	-1.5%
CC(C)C(OC(=O)CN1C(=O)COc2ccccc21)C(=O)NC1CCCC1 (configuration not stated)	1%	6%	2%	16%	0.3%	0.3%	12%	0%	-5.8%
(list continues)
SMILES	AID2073	GPR55 LPI antagonism	Siah-1 displacement	NOD1 inhibition	HIV fusion peptide	GPR55 activation	KOR beta-arrestin-1	GPR35 antagonists	KOR beta-arrestin-2
Nc1c(C(=O)NCc2cccs2)nnn1CC(=O)Nc1cccc(Cl)c1	4%	-4%	11%	-60%	-1.2%	-0.1%	-8%	-8%	2.3%
CC1Cc2ccccc2N1Cc1cccc([N+](=O)[O-])c1 (configuration not stated)	-7%	6%	-2%	-10%	-1.3%	0.5%	-8%	-14%	4.2%
COc1ccc(NC(=O)CCC(=O)c2cccs2)c(OC)c1	6%	4%	4%	12%	0.3%	0.2%	-1%	-16%	-3.8%
O=C1NC(=Nc2ccccc2Cl)S/C1=C\c1cccc([N+](=O)[O-])c1O	-2%	11%	-5%	-8%	22µM*	-0.2%	19%	-2%	-5.8%
CN(C)C=Nc1ncc2c([nH]c3ccccc32)c1C#N	15%	0%	-5%	31%	0.8%	-0.2%	-14%	3%	2.6%
Clc1cc(Br)ccc1OCCOCCN1CCCC1	8%	7%	15%	-15%	2.0%	0.3%	-8%	-4%	2.2%
CC1(C)CC(=O)C([N+](=O)[O-])=C(NCCCC(=O)O)C1	-1%	-13%	-5%	34%	-3.3%	-0.1%	-26%	16%	2.4%
CC(C)(C)C(=O)c1cn(CC(=O)O)c2ccccc12	9%	2%	4%	-8%	-0.6%	-0.1%	-36%[20 µM]	8%	/
S=C(Nc1ccccc1Oc1ccccc1)Nc1cccc(Cl)c1Cl	-6%	-5%	5%	-25%	-0.6%	0.1%	-3%	19%	1.8%
O=C(Cc1ccccc1)NC1(Cc2ccc(O)cc2)CCCCC1	-4%	-1%	-1%	-1%	-1.3%	-0.1%	-10%[20 µM]	-6%	-2.7%

Screening data as filed in PubChem BioAssay.

This is a subset (hit frequency here may not be typical).
